Bioassay records as filed in PubChem BioAssay.
KB-3-1 cytotox = kills parental KB-3-1 adenocarcinoma cells; KB-3-1 viability, CellTiter-Glo ATP luminescence, 72 h; Potency, µM (doses to about 46.1 µM), for inactives: at the highest dose activity change, negative = cytotoxic, actives largely listed as cytotoxic; actives 1.4% (n = 400,000); AID 1347075; further: potency means the concentration at half of the fitted maximal effect; on the % scale 0 is the no-effect control and ±100 the full control effect; nearly all actives have a fitted effect of over 60% in size
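Parental KB-3-1 adenocarcinoma cells in phenol-red-free DMEM with 10% FBS were pin-treated with compounds at several concentrations, incubated 72 h at 37 °C, and viability read by CellTiter-Glo luminescence; concentration-effect curves were fitted after normalization.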
MCF10A rereplic = induces DNA re-replication in MCF 10a normal breast cells. MCF 10A DNA re-replication, Hoechst nuclear intensity, 48 h. AID 624296. Potency, µM (highest dose often 46.1 µM), for inactives: at the highest dose activity, positive = re-replication, hits mostly activators. actives 2.9% (n = 350,000); further: potency means the concentration at half of the fitted maximal effect; % of control where 0% means no effect; nearly all actives have a fitted effect of over 50% in size
HepG2 viability = kills HepG2 cells in TGF-b inhibitor counter-screen. HepG2 CAGA-GFP viability, ATP luminescence, 18 h. Potency, µM (series often up to 46.1 µM), inactives show at the highest dose activity change, negative = cytotoxicity, usual class: cytotoxic. actives 0.76% (n = 410,000); further: potency means the concentration at half of the fitted maximal effect; some results filed as inactive show a strong effect at the top dose
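CellTiter-Glo luminescence gave cytotoxicity after 18 hours at 37 degrees C. The cells were HepG2 CAGA-GFP in 1% FBS DMEM, stimulated with 500 pg/mL TGF-beta after compound addition. %Activity was normalised to no-cell wells (complete cell-killing) and DMSO (no toxicity), and curves were fitted and classified.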
IL-1B inflam inh = inflammasome signaling inhibition, IL-1 beta readout; activity change, % at 57.5 µM; actives 4.7% (n = 360,000); THP-1 LPS/ATP IL-1B secretion, AlphaLISA, 16 h; active compounds read low; AID 743279; in the data active means activity change below about -50%; inconclusive means mostly about -30% to -49%; further: on the % scale 0 is the no-effect control and ±100 the full control effect
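Secreted IL-1B measured by AlphaLISA bead assay after 16 h compound exposure of THP-1 cells; compounds (final up to 57.5 uM) added 1 h before LPS (250 ng/mL) and ATP (1.25 mM) stimulation; lower signal means less secretion.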
SW480 rereplic = DNA re-replication induction in SW480 cells; actives 1.8% (n = 340,000); Potency, µM (titrated, usually from 46.1 µM), inactives show top-dose re-replication activation, actives largely listed as activators; SW480 DNA re-replication, Hoechst DNA content imaging, 48 h; further: potency means the concentration at half of the fitted maximal effect; % of control where 0% means no effect; nearly all actives have a fitted effect of over 55% in size
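Treated cells incubate 48 hr (37 C, 5% CO2), are stained 40 min with Hoechst, and nuclear fluorescence is enumerated; a rise in nuclei with high DNA signal marks re-replication.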
ATXN2 expr inh = reduces ATXN2 reporter expression in HEK-293 cells. HEK-293 ATXN2-luciferase reporter, luminescence, 24 h. Potency, µM (doses to about 57 µM), for inactives: at the highest dose activity change, negative = inhibition, actives largely listed as inhibitors. actives 0.72% (n = 360,000); further: potency means the concentration at half of the fitted maximal effect; on the % scale 0 is the no-effect control and ±100 the full control effect; nearly all actives have a fitted effect of over 55% in size
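qHTS (up to 57 uM final) was run with 24 h compound exposure of reporter cells at 37 °C. Each well was multiplexed: SteadyGlo luminescence measured ATXN2-luciferase expression after a fluorogenic Gly-Phe-AFC viability readout (25 uM final).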
ATXN viability = viability counter-screen for ATXN expression inhibitors. S2 cells (HEK-293 line with an ATXN2-luciferase reporter) viability, CellTiter-Fluor protease fluorescence, 24 h. Potency, µM (series often up to 56.7 µM), actives largely listed as cytotoxic. actives 0.49% (n = 400,000); further: potency means the concentration at half of the fitted maximal effect; nearly all actives have a fitted effect of over 40% in size
HT1080 IDH1KD tx = HT-1080 IDH1 knockdown cell toxicity (counter line) | HT-1080 IDH1 knockdown viability, ATP luminescence, 48 h | Potency, µM (top dose mostly 46.1 µM), for inactives: at the top dose activity, negative = toxicity, actives largely listed as cytotoxic | actives 2% (n = 360,000) | AID 686971;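 further: potency means the concentration at half of the fitted maximal effect; 0% = DMSO wells and -100% = cell-free medium wells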
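Assay cells: HT-1080 with IDH1 knockdown, 750 per well, RPMI/5% FBS. Exposure: 48 h at 37 °C following 2 h pre-incubation. Read: CellTiter-Glo luminescence; fitted concentration-response, curve class assigned.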
HT1080-NT tox = kills 2HG-producing HT-1080-NT fibrosarcoma cells; HT-1080-NT fibrosarcoma viability, CellTiter-Glo ATP luminescence, 48 h; Potency, µM (titrated, usually from 46.1 µM), without a hit: at the highest dose activity, negative = less viability, usual class: cytotoxic; actives 1.6% (n = 360,000);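 further: NT is the 2HG producing partner of a matched IDH1 knockdown line; potency means the concentration at half of the fitted maximal effect; 0% = DMSO-treated cells and -100% = media-only wells without cells; nearly all actives have a fitted effect of over 55% in size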
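HT-1080-NT fibrosarcoma cells (2HG-overproducing), 750 cells/well in RPMI with 5% FBS, dosed after 2 h and incubated 48 h at 37C. CellTiter-Glo luminescence normalized to DMSO and no-cell wells; concentration-response curves fitted and classed.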
An asterisk follows results filed as active; i = inactive; ? = inconclusive; nt = not tested or not shown; & = joins results of further samples; ! = not active in a repeat; [ ] = another dose, or the depositor's remark. Unless noted, the call rests on the fitted dose curve; in most records, active means well fitted curve in the direction sought with a large enough effect; inconclusive means small, poorly fitted or top-dose-only effect, or another doubt; inactive means no such curve, though single readings can be large; an effect the other way counts as inactive or inconclusive.

Values in the order: ATXN viability | ATXN2 expr inh | HT1080-NT tox | HepG2 viability | MCF10A rereplic | KB-3-1 cytotox | IL-1B inflam inh | HT1080 IDH1KD tx | SW480 rereplic
#1 CCOC(=O)C1=C(COC(=O)/C=C/c2ccc([N+](=O)[O-])cc2)NC(=O)NC1C (configuration not stated)
  i | -12% | -2% | -10% | 1% | 1% | -4 | -3% | ?
#2 C/C(=N\NC(=O)COc1ccccc1)c1ccc(O)cc1
  i | 29% | -1% | 4% | 0% | 3% | -9 | 3% | -11%
#3 Cn1c(N)c(S(=O)(=O)N2CCCC2)c(=O)n(C)c1=O
  i | 1% | 19% | 5% | 2% | 18% | 8 | 11% | -4%
#4 CSc1nsc(SCC(=O)Nc2cccc(C(C)=O)c2)n1
  i | 40%[activator] | -6% | -11% | 1% | 11% | 28 | -4% | -13%
#5 Cc1cc2nc(SCC(=O)O)nc(C)c2cc1C
  i | -16% | 2% | -4% | ? | 0% | 30 | -2% | 0%
#6 COCCn1c(SCC(=O)NC(=O)NC2CCCC2)nc2ccccc2c1=O
  i | -23% | -10% | -2% | -6% | -29% | -7 | -1% | 11%
#7 COC(=O)Nc1nnc(Cc2ccc(Cl)cc2)s1
  i | 0% | 2% | 2% | -180%[0.0737 µM] | 16% | -12 | 1% | 0%
#8 O=C(CNC1CC1)Nc1cc(C(F)(F)F)ccc1Cl
  i | nt | 0% | 39% | -1% | 0% | -27 | 0% | -5%
#9 CCOC(=O)c1ccc(S(=O)(=O)N2CCN(C(=O)c3nn(C)c(=O)c4ccccc34)CC2)cc1
  i | nt | 5% | 9% | 8% | -1% | 6 | 3% | -91%
#10 CCN(c1ccccc1)S(=O)(=O)c1ccc(Cl)c(NC(=O)CSc2n[nH]c(N)n2)c1
  i | 6% | 0% | -3% | -8% | -16% | 0 | 1% | -49%[inhibitor]
#11 CCOC(=O)C1(Cc2ccc(Cl)cc2)CCN(Cc2cn(CC)nc2C)CC1
  i | -22% | -2% | -17% | 6% | -14% | ? | 7% | 2%
#12 COc1ccc(S(=O)(=O)Nc2ccccc2-c2nnn(CC(=O)Nc3ccccc3OC)n2)cc1
  i | -7% | -2% | -2% | ? | -24% | -1 | -2% | ?
#13 COC(=O)N1CCN(c2ccc(C)cc2)C(C)C1 (configuration not stated)
  i | 0% | 19% | 0% | -33%[inhibitor] | -2% | 3 | -5% | 1%
#14 O=[N+]([O-])c1ccc(Cl)c(CN2CCCCCC2)c1
  i | 7% | 0% | -1% | ? | -8% | -12 | 1% | -5%
#15 COc1ccccc1NC(=O)c1ccccc1NS(=O)(=O)c1cccs1
  ? | -16% | -25% | -29% | -24% | -9% | 12 | 0% | -32%[inhibitor][1.84 µM]
#16 Cc1ccc(NC(=O)N2CCN(c3nnc(C)c4c(C)n(-c5ccc(Cl)cc5)nc34)CC2)c(C)c1
  i | -18% | nt | 2% | nt | -1% | nt | nt | nt
#17 O=C(NNS(=O)(=O)c1ccc2ccccc2c1)c1cc(-c2ccccn2)nc2ccccc12
  i | nt | -16% | -2% | ? | -4% | 9 | -3% | 3%
#18 CCOC(=O)C1CCN(c2ccc(-c3cccs3)nn2)CC1
  i | 9% | ? | 7.1µM* | 1% | ? | 37 | ? | -5%
#19 CC1CCCN(c2ccc(N)cc2C(N)=O)C1 (configuration not stated)
  i | -4%[11.3 µM] | 7% | -25% | -8% | 16% | 51 | 17% | -7%
#20 COc1ccc(/C=C/c2ccc3ccccc3[n+]2C)cc1OC
  i | nt | -5% | -8%&1% | -8% | 10µM*! | -6 | -5% | -29%
#21 O=C(O)C1=C(C(=O)O)C2CCC1C2
  i | nt | 0% | -2% | nt | 4% | ? | 4% | nt
#22 CCOc1ccc(CCNC(=O)c2[nH]c(C)c(C(C)=O)c2C)cc1OCC
  i | -4% | -2% | -19% | 0% | 1% | 12 | -28% | 3%
#23 CCn1c(CNC(=O)COc2ccc(C(C)C)cc2)nnc1SCC(=O)Nc1ccccc1
  i | -15% | ? | -20% | 1% | -9% | -5 | ? | 0%
#24 Cc1ccc(F)cc1NC(=O)CCSc1nc(-c2ccco2)cc(C(F)(F)F)n1
  i | -9% | nt | -14% | nt | 20% | nt | nt | nt
#25 CCOC(=O)N1CCC(NC(=O)c2cccc3c2C(=O)N(c2ccc(OC)cc2)C3)CC1
  ? | -15% | -1% | -15% | 7% | 2% | 0 | -7% | 2%
#26 CN(CCNC(=O)C1CCC(=O)N(Cc2cccc(F)c2)C1)CCc1ccccc1 (configuration not stated)
  i | -2% | 10% | -23% | -2% | 6% | 0 | 7% | -3%
#27 CC(Sc1ncccn1)C(=O)NNC(=O)c1cccc(Cl)c1 (configuration not stated)
  i | -14% | -3% | -1% | -4% | 5% | -1 | -7% | -2%
#28 CC(C(=O)Nc1ccccn1)(c1ccccc1)c1ccccc1
  i | -7% | -1% | 3% | ? | -24% | -4 | -5% | -52%[inhibitor]
#29 NCC/C=C1/c2ccccc2CSc2ccccc21
  i | -30% | 14µM* | 16µM* | -12% | ? | -18 | ? | ?
#30 O=[N+]([O-])c1cc(Cl)cc(/C=N/Nc2nc3ccccc3s2)c1O
  ? | ? | 21µM* | -12% | ? | ? | 33 | 18µM* | ?
#31 CCCCN(CC)CCNC(=O)CN1C(=O)COc2ccc(S(=O)(=O)N3CCOCC3)cc21
  i | 6% | nt | -1% | nt | 1% | nt | nt | nt
#32 O=C1CCCc2c1cc(C(=O)NCc1ccco1)c(=O)n2-c1ccccc1
  i | -1% | 0% | -3% | 2% | 20% | -4 | 1% | -4%
#33 N#Cc1c(SCc2c(Cl)cccc2Cl)nc(N)[nH]c1=S
  i | -1% | 2%[9.24 µM] | -13% | nt | 13% | -2 | 1% | nt
#34 Cc1ccc(NC(=O)c2ncn(CCCNCCCN(C)C)n2)cc1C
  i | -9% | -11% | -27% | ? | -20% | 0 | -2% | ?
#35 CCOC(=O)c1c(C)oc2ncnc(Nc3cc(C)cc(C)c3)c12
  i | 0% | nt | 6% | nt | 6% | nt | nt | nt
#36 COc1ccc(C(C#N)CC(=O)c2ccc(OC)c(OCc3ccccc3)c2)cc1OC (configuration not stated)
  ? | nt | 9% | -14% | nt | ? | -30 | 0% | nt
#37 Cc1ccc(Nc2c(-c3ccccc3)nc3cnccn23)cc1
  i | -25% | -7% | -22% | 23µM* | 2% | 93 | 0% | 17%
#38 CCC(CC)CN1C(Nc2ccccc2)=NC[C@@H]1C
  i | 6% | 14% | 17% | 3% | 0% | -5 | 10% | -9%
#39 CCN1CCN(CC(O)COc2cccc(OC)c2)CC1 (configuration not stated)
  i | 2% | 16% | 14% | 6% | -2% | 20 | 13% | -6%
#40 COc1ccc2[nH]c(CN3CCC(n4nccc4NC(=O)C4CC4)CC3)c(C)c2c1
  i | -10% | 2% | -6% | ? | 4% | -10 | -4% | -1%
#41 CCN(Cc1nc(-c2ccc(OC)cc2)no1)C(=O)c1ccoc1C
  i | -4% | 1% | 1% | 1% | ? | 5 | 4% | -15%
#42 Cc1cc(C(=O)Nc2ccon2)cs1
  i | 26% | 3% | 6% | 4% | 0% | 1 | -1% | -3%
#43 CC(/C=N/NC(=O)NC1CCCCC1)=C\c1ccccc1
  i | 5% | 9% | -77% | ? | -5% | ? | 8% | ?
#44 COc1cccc(-c2nnc(NC(=O)C(C)C)o2)c1
  i | 11% | 11% | -16% | 1% | 4% | -6 | 4% | -2%
#45 Nc1nonc1-n1nnc(C(=O)N/N=C/c2ccc(F)cc2)c1-c1cccs1
  i | 5% | ? | 1% | 0% | 14% | -12 | ? | 9%
#46 O=C(C1CCCN(Cc2ccc(F)cc2)C1)N1CCCCC1 (configuration not stated)
  i | -4% | 12% | -1% | 1% | -3% | 5 | 10% | 4%
